HEK293 NOD2/NF-kB: NOD2 signaling inhibitors, cell-based, luminescence, uHTS, HEK293 (AID 1566); HEK293 NOD2/NF-kB luciferase reporter, luminescence; higher % means a stronger effect; inhibition, % at 4 µM; hits with a dose series show EC50 in µM; hit rate 0.63% among 290,000; further: many of its hits are not listed in these tables
GPR55 LPI antagonism: inhibition of LPI-stimulated GPR55 beta-arrestin translocation – imaging, U2OS, beta-arrestin-GFP, LPI agonist, primary screen (AID 2013); U2OS GPR55 beta-arrestin-GFP translocation imaging, LPI antagonism; higher % means a stronger effect; one-dose inhibition, % at 10 µM; IC50 in µM for titrated hits; hit rate 0.13% among 290,000;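 active means spots per cell inhibited over 60%, with over 100 cells counted and total cytoplasm intensity under 500,000; inconclusive means wells with under 100 cells, flagged as likely toxic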;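 further: U2OS cells stably carrying GPR55 and arrestin-GFP stimulated by 5 µM LPI near EC80; imaged beta-arrestin-GFP aggregate spots per cell after agonist stimulation; plate controls were LPI-stimulated DMSO wells for no effect and DMSO wells without LPI for full effect; some results filed as inactive read as strong as hits; confirmed hits need IC50 under 10 µM and bright autofluorescent wells are also inconclusive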
KOR beta-arrestin-1: kappa opioid receptor blockers – cell-based, luminescence, uHTS (AID 1778); KOR beta-arrestin recruitment, luminescence, antagonist mode; higher % means a stronger effect; hit rate 0.091% among 290,000; one-dose inhibition, % at 10 µM; IC50 in µM for titrated hits; further: strong numbers were not always called active
GPR55 activation: GPR55 agonists via beta-arrestin recruitment, primary screen, imaging, U2OS cells, beta-arrestin-GFP redistribution (AID 1961). U2OS GPR55 beta-arrestin-GFP redistribution imaging; higher % means a stronger effect. activation, % at 10 µM; hits with a dose series show EC50 in µM. hit rate 0.048% among 290,000;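 active means activation above 40% with more than 50 cells counted in the well; inconclusive means wells holding fewer than 50 cells, flagged as toxic or sparse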;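 further: U2OS osteosarcoma cells stably expressing GPR55 and beta-arrestin-GFP; plate controls were DMSO negative control for no effect and LPI positive control for full effect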
KOR beta-arrestin-2: kappa opioid receptor activators – cell-based, luminescence, uHTS, primary screen (AID 1777). KOR beta-arrestin recruitment, luminescence; higher % means a stronger effect. one-dose activation, % at 10 µM; EC50 in µM for titrated hits. hit rate 0.02% among 280,000; in the data active means activation above about 50%, passing the limit was not always enough; further: a part of the inactive calls stands beside numbers as strong as those of hits
HIV fusion peptide: cell-free HIV fusion peptide-binding blockers – biochemical, uHTS, fluorescence dequenching, primary screen (AID 1986); cell-free peptide binding, fluorescence dequenching, 30 min; higher % means a stronger effect; one-dose inhibition, % at 20 µM; IC50 in µM for titrated hits; hit rate 0.3% among 290,000; in the data active means inhibition mostly above about 52%, no sharp cut-off; inactive means mostly below about 76%; further: some results filed as inactive read as strong as hits
NOD1 inhibition: inhibition of NOD1-driven NF-kB reporter – cell-based, luminescence, uHTS, primary screen (AID 1578). hit rate 1% among 290,000. NOD1-driven NF-kB luciferase reporter cells, luminescence; higher % means a stronger effect. inhibition, % at 4 µM, or EC50 in µM where a hit was titrated; in the data active means inhibition mostly above about 36%, no sharp cut-off; inactive means mostly below about 34%;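 further: HEK-293T reporter cells stimulated with the NOD1 agonist gamma-tri-DAP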
Myeloid diff MLP: promotes myeloid progenitor differentiation; ER-HoxA9 myeloid progenitors, lysozyme-GFP differentiation, flow cytometry; calls only at 10 µM; hit rate 1% among 360,000; AID 624256;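 active means normalized GFP-positive differentiation at or above the plate's own cutoff, the solvent-only control mean plus 3 SD; inconclusive means no clear call, values can overlap the other calls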;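 further: cells exposed to compound for four days before flow analysis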
GPR35 arrestin U2OS: GPR35 antagonists blocking zaprinast-driven arrestin recruitment, primary screen, imaging, U2OS, beta-arrestin-GFP, zaprinast agonist (AID 2058); one-dose inhibition, % at 10 µM; IC50 in µM for titrated hits; hit rate 0.052% among 290,000; U2OS GPR35 beta-arrestin-GFP translocation imaging, zaprinast antagonism; higher % means a stronger effect;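 active means inhibition of at least 50% with at least 30 cells and total cytoplasm GFP at most 10,000,000; inconclusive means under 30 cells or total GFP of 10,000,000 plus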
Myeloid diff MLP GFP+ MAC1+ %: also measured in Myeloid diff MLP; calls as there; GFP+ MAC1+ double positive, %; measured here: differentiation confirmed by MAC1 staining
* hit, by the source's call; i = inactive; ? = inconclusive; nt = not tested or not shown; + = active, no number; [ ] = remark or other dose. Unless noted, no stated cut-off is given here; in the data, active means inhibition above about 50%; inactive means the rest.

Order of values – GPR55 activation | NOD1 inhibition | HIV fusion peptide | GPR35 arrestin U2OS | KOR beta-arrestin-1 | HEK293 NOD2/NF-kB | GPR55 LPI antagonism | Myeloid diff MLP | KOR beta-arrestin-2 | Myeloid diff MLP GFP+ MAC1+ %
C/C(=N/NC(=O)c1ccncc1)c1cc2ccc(O)cc2oc1=O
  0.2% | -17% | 33% | -1% | 11% | 1% | 22% | i | 3.5% | 0.2
CCn1c(SCC(=O)Nc2nonc2C)nnc1-c1ccco1
  -0.1% | 10% | -0.3% | -7% | -28% | 15% | 5% | i | -2.4% | 0.4
O=C1OC(c2ccccc2)c2ccc3ccccc3c21 (centres undefined)
  0.3% | -20% | 1.2% | 2% | -1% | -2% | 6% | i | 2.3% | 0.3
CCOc1ccccc1NC(=O)CCS(=O)(=O)c1ccc(OC)cc1
  0.5% | -29% | -0.1% | -8% | -11% | 5% | -4% | i | 6.4% | 0.2
Cc1ccc(C2NC(=NCc3ccccc3)Nc3nc(C)cc(=O)n32)cc1 (centres undefined)
  0.4% | 12% | 0.1% | 4% | 34% | 9% | -4% | i | 2.4% | 0.8
N#Cc1nc(-c2ccc(OCc3ccc(Cl)cc3)cc2)oc1N1CCC(C(N)=O)CC1
  -0.2% | -17% | -1.8% | -6% | 13% | 4% | -6% | i | 2.0% | 1.0
Clc1ccc(Oc2nc3c(Cl)cccc3s2)cc1Cl
  -0.1% | -16% | -1.4% | -2% | 19% | -29% | 4% | i | -1.5% | 0.5
COCCNc1ncnc2c1cnn2Cc1ccccc1Cl
  -0.1% | -6% | -0.8% | -15% | 12% | 9% | 4% | i | -7.8% | 0.8
CCOc1cc(CNc2ccc(Br)cc2)cc(Br)c1OCC(=O)NC(C)(C)C
  0.0% | 30% | -1.1% | -8% | -20% | -5% | 23% | nt | -0.2% | nt
CC(=O)NNC(=O)CCn1c2c(c3ccccc31)CCCC2
  -0.1% | -2% | 0.5% | 5% | -4% | 17% | 10% | i | 4.8% | 0.5
CCOC(=O)Cc1cc(-c2ccc(OC)cc2)nc2ccc3ccccc3c12
  -0.2% | -13% | 1.2% | 0% | 17% | 10% | 15% | i | 0.5% | 0.4
O=C(CCC1CCCN(C(=O)c2cc(C3CC3)[nH]n2)C1)N1CCN(c2ccccn2)CC1 (centres undefined)
  -0.1% | -7% | -0.4% | 12% | 2%[20 µM] | -4% | 6% | nt | nt | nt
CCOC(=O)CNC(=O)c1cccnc1Oc1ccc(Cl)cc1
  1.8% | -3% | -1.6% | -1% | 9% | 21% | 17% | i | 1.8% | 0.4
O=C(CCn1nnc(-c2cccs2)n1)N1CCc2ccccc2C1
  0.0% | 10% | -1.8% | 16% | -6% | 15% | 2% | i | -2.0% | 1.2
O=C(CSc1nnc(Cn2c(=O)sc3ccccc32)n1CCc1ccccc1)N1CCOCC1
  0.0% | -11% | -2.7% | 24% | 4% | -8% | 5% | i | -0.4% | 3.1
Cc1cc(C(=O)N/N=C/c2ccc(C)s2)n[nH]1
  0.4% | -56% | 0.0% | -9% | -16% | -18% | 9% | i | 1.3% | 3.2
CS(=O)(=O)N(Cc1ccccc1Cl)c1ccc(C(=O)NCc2ccccn2)cc1
  0.0% | -5% | -1.1% | 1% | 32% | 2% | 13% | i | 1.2% | 0.0
Cc1ccc(-n2nc3c(=O)n(CCCC(=O)NCc4ccccc4F)nc(C)c3c2C)cc1
  0.0% | 4% | 0.8% | 8% | -23% | 22% | 0% | nt | 2.0% | nt
COC(=O)C1(S(=O)(=O)c2cccc3nsnc23)CC1
  0.7% | 4% | 0.1% | 12% | 2% | 10% | 15% | i | 4.7% | 0.5
COc1ccc(Cl)cc1NC(=O)c1c(-c2ccccc2)noc1C
  0.1% | -18% | -2.5% | -6% | -15% | 5% | -4% | i | -1.7% | 1.2
CCn1nc([N+](=O)[O-])c2c(-c3nc4ccccc4o3)c(N)n(CCCOC)c2c1=O
  0.0% | 2% | -2.8% | 4% | 1% | 9% | 98%* | i | -4.3% | 0.3
CC(C)(C)C(=O)CCN1C(=O)C2(OCCO2)c2ccccc21
  -0.1% | -11% | -2.0% | 3% | 41% | -5% | -3% | i | -7.8% | 0.7
OC(c1ccccc1)c1cccnc1 (centres undefined)
  -0.1% | 36% | -1.4% | 22% | -40% | 3% | -5% | i | -0.3% | 0.8
CCOC(=O)CSc1ccc(S(=O)(=O)N2CCC(C)CC2)cc1[N+](=O)[O-]
  0.5% | -38% | 1.7% | 1% | 19% | 2% | 1% | i | -0.4% | 0.9
Cc1nc(NN)c2c3c(sc2n1)COC(C)(C)C3
  0.3% | -5% | 0.3% | 3% | 8% | 4% | -2% | i | -4.9% | 0.6
Cc1c(N2C(=O)/C(=C/C3CC=CCC3)SC2=S)c(=O)n(-c2ccccc2)n1C (centres undefined)
  -0.1% | -14% | 2.4% | -3% | 18% | 11% | -2% | i | 0.8% | 0.6
Cc1ccccc1C(=O)NNC(=O)C1CCN(c2ncccn2)CC1
  0.0% | 35% | 0.7% | -8% | -57% | -7% | 0% | nt | 8.1% | nt
CCN1CCN(C(=O)CS(=O)Cc2nc(-c3cccc(C)c3)oc2C)CC1 (centres undefined)
  -0.2% | -15% | 4.2% | -3% | -43% | 15% | 9% | i | 1.2% | 4.4
COc1cccc(C(=O)N2CCC(O)(c3cccnc3)CC2)c1
  0.2% | -17% | -0.2% | -5% | -2%[20 µM] | 10% | -9% | i | -3.7% | 0.2
O=C(/C=C/Nc1ccccc1Oc1ccccc1)c1ccco1
  -0.2% | -40% | -0.2% | 2% | -13% | 7% | 10% | i | 0.5% | 0.3

Overlap with the part before: 2 entries; new compounds follow.
Order of values – GPR55 activation | NOD1 inhibition | HIV fusion peptide | GPR35 arrestin U2OS | KOR beta-arrestin-1 | HEK293 NOD2/NF-kB | GPR55 LPI antagonism | Myeloid diff MLP | KOR beta-arrestin-2 | Myeloid diff MLP GFP+ MAC1+ %
COc1cccc(C(=O)N2CCC(O)(c3cccnc3)CC2)c1
  0.2% | -17% | -0.2% | -5% | -2%[20 µM] | 10% | -9% | i | -3.7% | 0.2
O=C(/C=C/Nc1ccccc1Oc1ccccc1)c1ccco1
  -0.2% | -40% | -0.2% | 2% | -13% | 7% | 10% | i | 0.5% | 0.3
c1ccc(-c2ccc(CN3CCN(c4ncccn4)CC3)cc2)cc1
  0.0% | -8% | 0.1% | -12% | -47% | 6% | 3% | i | 1.5% | 1.8
CCCCCCCCCCCC(=O)N1CC(=O)NC(=O)C1
  -0.2% | -5% | -0.5% | 19% | 5% | 12% | -2% | i | 6.9% | 0.1
O=C(CN1CCc2ccccc21)NCc1ccc2c(c1)OCO2
  -0.2% | -30% | 0.3% | 0% | 40% | -18% | 2% | i | 0.8% | 0.2
O=C(c1cccc(Cl)c1)N1CCCc2ccccc21
  0.3% | -5% | -0.3% | -1% | 21%[20 µM] | -1% | 25% | i | -4.9% | 0.3
Cc1cc(C)c(C#N)c(SCC(=O)NC2CC2)n1
  -0.1% | 6% | -0.3% | 7% | 10% | 8% | -5% | i | 5.6% | 2.4
Cc1ccc(CSCC(=O)Nc2ccccc2F)cc1
  -0.2% | -28% | 0.0% | -5% | -1% | -26% | 6% | i | -1.5% | 0.4
O=C1c2cccc3c([N+](=O)[O-])ccc(c23)C(=O)N1O
  0.0% | -8% | 3.8% | -2% | -50% | 0% | 9% | ? | 0.3% | nt
O=C(CCCSc1nc2ccccc2[nH]1)Nc1nnc(-c2ccccc2)o1
  0.5% | -19% | 1.1% | -19% | -17% | 7% | -18% | + | 4.1% | 2.6*
Cc1cnc(C(=O)Nc2ccc(-n3cnnn3)cc2)cn1
  -0.1% | -18% | 1.1% | -14% | 20% | 6% | 4% | i | -1.2% | 0.8
COC(=O)C(C(=O)Nc1cccc(Cl)c1C)C1CCCC1 (centres undefined)
  0.1% | -1% | 0.4% | 11% | -34% | 14% | -8% | i | 1.6% | 0.6
Cc1ccc2nc(C3CCCN(C(=O)NCc4ccccc4)C3)[nH]c2c1 (centres undefined)
  -0.2% | -16% | 2.4% | 6% | 11% | 0% | -1% | i | 1.7% | 5.0
O=C(COC(=O)COc1ccc(Cl)cc1)NC1CCCCC1
  -0.1% | 10% | 0.2% | -5% | -26% | 4% | -3% | i | 0.7% | 0.8
O=C(CCCOc1ccccc1)Nc1nnc(C2CCCO2)s1 (centres undefined)
  0.9% | -3% | 1.1% | 20% | 9% | 5% | -6% | i | -7.3% | 0.8
C=CCNC(=S)Nc1ccc(F)cc1F
  -0.2% | -12% | 7.8% | -5% | -6% | 11% | 2% | i | -3.2% | 0.3
CCc1ccc(OCc2nnc(SCC(=O)N3CCOCC3)o2)cc1
  0.3% | -34% | 0.7% | 5% | 18%[20 µM] | -26% | 8% | i | nt | 0.2
O=c1cc(-c2ccccc2)nc2nc(CCc3ccccc3)[nH]n12
  -0.2% | -18% | 1.6% | 6% | -21% | 4% | 0% | i | -0.1% | 0.3
CN(CCO)c1cc(N2CCC3(CC2)OCCO3)c2nonc2c1[N+](=O)[O-]
  -0.4% | -7% | 1.8% | -11% | 5% | 1% | 14% | i | 0.9% | 0.7
Fc1ccc(COc2ccccc2-c2ccnc3ncnn23)cc1
  0.0% | -28% | 0.1% | -9% | 26% | -8% | 15% | i | -7.6% | 0.7
CCCCN(CCCC)Cc1ccc(N)cc1
  -0.2% | 5% | 0.6% | -6% | 27% | 7% | 9% | i | -1.3% | 6.6
Cc1cc(NC(=O)NCc2ccccc2)c(=O)n(Cc2ccccc2F)c1
  -0.1% | -39% | 0.8% | 5% | 7% | -10% | -13% | i | 5.6% | 0.5
O=S(=O)(NCC(c1ccco1)N1CCOCC1)c1ccc(Cl)cc1 (centres undefined)
  0.0% | 1% | -3.3% | 13% | 16% | 25% | 20% | i | 5.4% | 0.5
CC1CCN(CC(=O)Nc2ccc(N3CCCCCC3)cc2)CC1
  -0.1% | -33% | 0.7% | 4% | -4% | 22% | 16% | i | -0.8% | 0.4
O=c1[nH]nc(CNc2ccc(OC(F)(F)F)cc2)c2ccccc12
  0.3% | -44% | -0.6% | 0% | 16% | 7% | 0% | i | -3.4% | 0.1
COc1cccc(NC(=O)Nc2nnc(CC(=O)Nc3ccccc3)s2)c1
  0.0% | 12% | 1.1% | -10% | -11% | 31% | 2% | i | 2.2% | 0.4
COc1ccc(C(=O)Nc2oc(-c3ccccc3)c(-c3ccccc3)c2C#N)cc1
  -0.1% | 18% | 4.3% | 5% | -34% | 10% | 8% | i | 3.6% | 0.5
CNC(=O)c1cc(S(=O)(=O)N(C)C)ccc1Cl
  0.2% | -22% | 1.3% | 7% | 18% | 1% | 3% | i | 3.7% | 1.3

Source: PubChem

Only part of the results is shown; the hit share may differ from the screen's.
